Source: PubChem
West Nile antiviral – West Nile virus antiviral activity, cell-based, CPE readout (AID 1621); West Nile virus-infected cells, CPE inhibition; higher % means a stronger effect; CPE inhibition, % at 10 µM, or IC50 in µM where a hit was titrated; actives 0.02% (n = 290,000); in the data active means a potency from the dose series; inconclusive means CPE inhibition mostly from about 3.7% at the one dose, without a potency; inactive means the rest, 99 in 100 with CPE inhibition below about 2.2%; further: strong numbers were not always called active
RSV CPE inhibition – inhibition of RSV-induced cytopathic effect – HEp-2 cells, primary 10 µM value included (AID 2391); HEp-2 cells, RSV-induced CPE inhibition; higher % means a stronger effect; CPE inhibition, % at 10 µM; hits with a dose series show IC50 in µM; actives 0.13% (n = 310,000); in the data active means a potency from the dose series; inconclusive means CPE inhibition mostly from about 23% at the one dose, without a potency; inactive means the rest, 99 in 100 with CPE inhibition below about 21%; further: strong numbers were not always called active
Dengue-2 NS5 capping – Dengue-2 NS5 methyltransferase inhibitors, primary screen, biochemical, confirmation dose response (AID 588689) | actives 0.3% (n = 340,000) | inhibition, % at 25 µM; hits with a dose series show IC50 in µM | Dengue-2 NS5 methyltransferase capping enzyme assay, biochemical; higher % means a stronger effect; in the data active means a potency from the dose series; inconclusive means inhibition above about 29% without an active follow-up result
K1F lysis inhibition – protection from phage-mediated lysis, alamar blue read-out – E. coli UTI89, K1F phage, bacterial capsule biogenesis inhibitors (AID 488966). E. coli UTI89 K1F phage lysis, alamar blue, 2 h; higher % means a stronger effect. one-dose inhibition, % at 100 µM; IC50 in µM for titrated hits. actives 0.02% (n = 340,000);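 active means phage lysis inhibition, versus mean bacterial control, above a set limit; inconclusive means no clear call, values can overlap the other calls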;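 further: capsule biogenesis inhibitors block K1F phage lysis so surviving cells raise fluorescence; higher fluorescence means more inhibition of phage lysis; actives were called in the ten point dose series up to 300 µM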
SV40 large T antigen – SV40 large T antigen inhibitors, biochemical (AID 1903); actives 0.39% (n = 310,000); inhibition, % at 20 µM, or IC50 in µM where a hit was titrated; SV40 large T antigen ATPase/helicase inhibition assay; higher % means a stronger effect; in the data active means a potency from the dose series; inconclusive means inhibition mostly from about 32% at the one dose, without a potency; inactive means the rest, 99 in 100 with inhibition below about 32%; further: strong numbers were not always called active
NTR1 ag – agonists of NTR1, primary screen, imaging, U2OS cells, beta-arrestin-GFP, high content (AID 493036); P30989; activation, % at 20 µM; actives 0.17% (n = 330,000); NTR1-U2OS beta-arrestin-GFP spot imaging, agonist mode;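 active means activation at or above 40% of the spot to cytoplasm intensity ratio, with at least 20 cells analyzed; inconclusive means wells under 20 cells, flagged as cytotoxic or low count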;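 further: 0% = DMSO without peptide and 100% = 100 nM NTR1 peptide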
Target sequence (P30989 whole entry, looked up): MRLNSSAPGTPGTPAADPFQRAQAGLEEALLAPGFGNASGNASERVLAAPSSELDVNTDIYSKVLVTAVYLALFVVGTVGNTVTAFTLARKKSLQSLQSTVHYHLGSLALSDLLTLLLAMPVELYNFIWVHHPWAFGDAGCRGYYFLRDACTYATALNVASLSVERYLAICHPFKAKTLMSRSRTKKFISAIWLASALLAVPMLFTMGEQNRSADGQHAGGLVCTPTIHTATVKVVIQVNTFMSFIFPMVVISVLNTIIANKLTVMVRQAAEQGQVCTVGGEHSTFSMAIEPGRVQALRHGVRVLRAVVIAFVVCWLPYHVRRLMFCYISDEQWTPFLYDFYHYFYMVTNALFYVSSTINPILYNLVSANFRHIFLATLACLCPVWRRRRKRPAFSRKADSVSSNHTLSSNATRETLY
Salmonella PhoP GFP – inhibitors of PhoP regulon expression, primary screen, Salmonella Typhimurium, GFP reporter (AID 1863) | S. Typhimurium PhoP-regulated promoter GFP reporter, 4 h; higher % means a stronger effect | inhibition, % at 50 µM, or IC50 in µM where a hit was titrated | actives 0.16% (n = 300,000);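 active means inhibition over 29.93%, a cutoff 3 SD above the screen mean, later confirmed by dose response; inconclusive means inhibition over 29.93% but no dose response follow-up; inactive means inhibition at most 29.93% or unconfirmed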;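 further: 0% = low Mg2+ inducing control and 100% = high Mg2+ repressing control; strong numbers were not always called active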
MgcRacGAP inhibition – MgcRacGAP GTPase-activating activity inhibitors, confirmation, biochemical, ADP Hunter fluorescence. MgcRacGAP-stimulated Rac1 GTP hydrolysis, ADP Hunter fluorescence; higher % means a stronger effect; GST-tagged Rac1 F28L mutant substrate. actives 0.6% (n = 340,000). one-dose inhibition, % at 30 µM; IC50 in µM for titrated hits;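 active means first-screen hits whose inhibition reached a set limit at any dose in the follow-up dose series; inconclusive means inhibition above the set first-screen limit but never retested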;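 further: fluorescence reports GDP produced by GAP-driven GTP hydrolysis; strong numbers were not always called active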
T cell modulator – T cell immune modulators affecting CD8 T cell-vesicle binding. 2C CD8+ T cell-vesicle binding, flow cytometry; hits give low values. calls only at 7 µM. actives 0.068% (n = 330,000);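 active means response, share of CD8 T cells binding vesicles, and their 90th percentile fluorescence all below set limits, cut at about 80% in these data, passing the limit was not always enough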
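Material: 2C TCR transgenic mouse naive CD8+ T cells, MACS-purified. Also added: QL9-charged Drosophila Ld/ICAM-1/B7-1 vesicles. Timing: binding 1.5 h at 37 °C. Measured by: high-throughput flow cytometry with anti-B7-1 and anti-CD8 staining. Read-out: percent CD8+ FL2 mean versus row control. Controls: Unloaded micro-vesicles (low), QL9 vesicles with 0.7% DMSO (high).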
T cell modulator vesicle-bound % – recorded beside T cell modulator, whose call it bears; double positive events, %; measured here: CD8+ vesicle-bound cell fraction;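 binding gate set so that unloaded-vesicle control wells show 10% double positive cells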
NTR1 ag cell count 20 µM – recorded beside NTR1 ag, whose call it bears; cell count; measured here: cell count, cytotoxicity flag
Dengue-2 NS5 capping pilot replicate – further read-out of Dengue-2 NS5 capping, marked with its call; inhibition, %; measured here: pilot screen replicate inhibition
* hit, by the source's call; i = inactive; u = inconclusive; x = no result given; + = active, no number; & = joins results of further samples; [ ] = another dose, or the depositor's remark.

SMILES | West Nile antiviral | RSV CPE inhibition | Dengue-2 NS5 capping | K1F lysis inhibition | SV40 large T antigen | NTR1 ag | NTR1 ag cell count 20 µM | Salmonella PhoP GFP | MgcRacGAP inhibition | T cell modulator | T cell modulator vesicle-bound % | others
Cc1ccc([N+](=O)[O-])c(C(=O)N/N=C/c2cccnc2)c1 | -0.1% | 2.4% | -8% | 0.3% | 14% | -0.5 | 53 | -1% | 8% | i | 36
CN(C)C(=O)c1cc(F)ccc1Sc1cc(Cl)ccc1Cl | -0.2% | 2.7% | -2% | 0.4% | 16% | 1.0 | 38 | 4% | 8% | i | 35
O=C(O)Cc1ccc(Nc2cnn(C34CC5CC(CC(CC(=O)O)(C5)C3)C4)c(=O)c2Cl)cc1 | 0.0% | 2.4% | 6% | -0.7%[50 µM] | 6% | -1.2 | 49 | -10% | 7% | i | 8
CCOC(=O)c1c(-c2ccc(C)cc2)csc1/N=C/N(C)C | -0.8% | -2.5% | 27% | -0.2% | -2% | 1.8 | 48 | -2% | -7% | i | 19
CC1CCc2c(C(=O)NCc3cccnc3)csc2C1 (centres undefined) | -0.7% | 6.0% | x | -2.0% | 4% | -1.5 | 85 | -8% | -6% | i | 30
CC(C)Cc1nnc(NC(=O)C2CSC3(C)CCC(=O)N23)s1 (centres undefined) | x | -1.2% | -4% | 1.5%[50 µM] | 14% | -2.2 | 50 | -9% | 7% | i | 40
COC(=O)[C@@H](NC(=O)Nc1ccc(S(N)(=O)=O)cc1)C(C)C | 0.0% | 0.8% | -4% | 2.1%[50 µM] | 0% | -1.5 | 61 | 5% | 11% | i | 11
CCc1nc2ccccc2c(=O)n1NCCc1ccccc1 | -1.2% | 2.0% | 4% | 3.0%[50 µM] | 6% | 4.3 | 67 | 5% | 9% | i | 48
COc1ccc2oc(C(=O)NCCC(C)C)c(C)c2c1 | -0.8% | 3.4% | 1% | 0.1% | 8% | -0.5 | 65 | 4% | 0% | i | 22
CC(C)CC1(C(=O)NCc2cc(F)cc(C(F)(F)F)c2)C=CCN1C(=O)c1ccccc1 (centres undefined) | -0.6% | 0.8% | 0% | 5.0% | 17% | -2.0 | 103 | 3% | 5% | x | x
C=CCNC(=S)NNC(=O)C(CCC(C)C)CC(C)(C)O (centres undefined) | -0.1% | 0.9% | -8% | -0.2% | 17% | -1.2 | 57 | 1% | 11% | i | 27
Cc1cc(-n2c(C)cc(C(=O)CN3C(=O)NC4(CCCCC4)C3=O)c2C)no1 | -0.3% | 2.7% | -2% | -0.1% | 6% | -1.3 | 38 | 4% | 5% | i | 11
Brc1ccc(-c2csc(/N=C/N3CCOCC3)n2)cc1 | -0.4% | 12% | -1% | 1.7% | -4% | 1.1 | 51 | 0% | 5% | i | 20
O=C(N[C@@H](Cc1ccccc1)C(=O)OCc1ccccc1)c1nc[nH]c1C(=O)NC1CCNCC1 | x | 0.9% | -4% | 7.0% | 5% | 4.0 | 66 | x | 9% | i | 36
Cc1ccc(CSc2nnc(CS(=O)Cc3ccc(Cl)cc3Cl)n2C)cc1 (centres undefined) | -0.7% | 1.9% | 5% | 0.6% | 1% | 3.2 | 48 | -5% | 0% | i | 59
O=C(Nc1cccnc1Cl)c1cc(-c2ccccc2O)on1 | -0.2% | 1.8% | 10% | 0.2% | 4% | -1.5 | 54 | -2% | 9% | i | 29
OCCNCCCOc1ccc(Cl)cc1Br | -0.7% | 0.1% | -5% | 0.4% | -7% | -0.6 | 85 | 9% | -3% | i | 59 | Dengue-2 NS5 capping pilot replicate=2.7
O=C1CC(N2CCN(c3ccc(Cl)cc3)CC2)C(=O)N1c1ccc(F)cc1 (centres undefined) | -0.6% | 0.3% | -1% | 0.3% | 3% | -0.7 | 41 | 4% | 13% | i | 45 | Dengue-2 NS5 capping pilot replicate=5.8
COc1cccc(CNC(=O)C2CCN(S(=O)(=O)c3ccc(Br)s3)CC2)c1 | -0.5% | 1.2% | -4% | -0.1% | 9% | -0.3 | 55 | 0% | 5% | i | 26
COc1ccc(OC)c(C2CC(=O)Nc3c2c(=O)[nH]c2ncnn32)c1 (centres undefined) | -0.4% | 6.8% | -1% | 0.3% | 0% | 2.3 | 60 | -2% | 10% | i | 32
O=C1OC(c2ccc(O)cc2)(c2ccc(O)cc2)c2ccccc21 | u | -0.3% | 3% | -2.7% | 1%&9% | -2.0 | 53 | 8%&-2% | 10% | i | 37
O=C1C2C(C(=O)N1c1ccccc1)N1CCCN1C2c1ccccc1 (centres undefined) | -0.3% | -1.5% | -7% | 0.1% | -9% | -1.0 | 24 | -7% | 6% | i | 67
COc1ccc(C2C(C(C)=O)=C(O)C(=O)N2CCc2ccccc2)c(OC)c1 (centres undefined) | -1.0% | 15% | 0% | -0.4% | 1% | -1.5 | 83 | 3% | 2% | i | 19 | Dengue-2 NS5 capping pilot replicate=-7.1
COc1ccc(/C=C(\NC(=O)c2cccs2)C(=O)Nc2cccc3ccccc23)cc1OC | -1.1% | -1.3% | 2% | 0.9%[50 µM] | 10% | 3.8 | 45 | 17% | 5% | i | 30
Fc1cccc2sc(Nc3nc4cc5c(cc4s3)OCO5)nc12 | -0.8% | 14% | -1% | -0.2% | 6% | 4.7 | 59 | -18% | 8% | i | 42
COc1ccc(NC(=O)CCCC(=O)OCC(=O)c2cccc(OC)c2)cc1 | 1.7% | 0.7% | -2% | 0.4% | 3% | -1.0 | 74 | -5% | -4% | i | 22
CCOc1ccc(S(=O)(=O)NC2CCCC2)cc1C | -0.9% | 0.6% | -1% | 0.0% | -2% | 0.1 | 57 | -3% | 6% | i | 74
CSc1nc(SCC(=O)O)c2c3c(sc2n1)COC(C)(C)C3 | 0.1% | 0.4% | -5% | -0.2% | 17% | 1.6 | 72 | 11% | 2% | i | 26
CC(C)c1cc(C(=O)N2CCCC(C(=O)c3ccc4ccccc4c3)C2)on1 (centres undefined) | -0.9% | 6.5% | -2% | 0.0% | 5% | 3.4 | 71 | -2% | 13% | i | 37
CC(C)Oc1cccc(C(=O)Nc2ncn[nH]2)c1 | 0.2% | 1.3% | 1% | 0.3% | 0% | 1.8 | 71 | 1% | 1% | i | 61 | Dengue-2 NS5 capping pilot replicate=-2.1
COc1cc(CCC(=O)Nc2nnc(-c3cccnc3)s2)cc(OC)c1OC | -0.6% | -0.2% | -11% | -0.5% | -5% | -0.6 | 59 | 1% | 9% | i | 50
O=C(Nc1cccc(C(=O)Nc2ccc(F)cc2F)c1)c1ccccc1 | -0.4% | 2.1% | -3% | -0.9% | 9% | 1.4 | 58 | -8% | 2% | i | 39
O=C(Cc1ccc(Cl)cc1)c1ccc(O)cc1 | -0.1% | 0.3% | -2% | 0.7% | 9% | 0.3 | 39 | -9% | 9% | i | 55
COc1ccccc1N(C)S(=O)(=O)c1ccc(Cl)c(C(=O)NC2=NCCS2)c1 | -0.8% | 2.1% | -6% | 0.3% | 17% | 2.8 | 56 | 4% | 2% | i | 59
O=C(O)c1ccc(-n2c(O)c(C=C3N=c4ccccc4=N3)sc2=S)cc1 | -0.6% | -0.3% | 24% | 0.6% | 28% | 0.2 | 53 | 2% | 7% | i | 15
O=C(c1ccc(Cl)c(S(=O)(=O)N2CCOCC2)c1)N1CCN(Cc2ccccc2)CC1 | -0.2% | 0.7% | 2% | 5.3% | 3% | -3.8 | 93 | 1% | 8% | i | 28
Cc1nc2ccccc2cc1C(=O)N/N=C/c1cccs1 | -0.1% | 0.9% | -6% | 1.0%[50 µM] | -2% | 0.4 | 60 | 1% | 2% | + | 0.1*
COc1cccc(/C=C2\SC(=S)N(CCC(=O)NCCc3ccc(O)cc3)C2=O)c1 | 0.9% | -1.5% | -6% | 0.3% | 11% | 12 | 56 | -3% | 15% | i | 3
NS(=O)(=O)c1ccc(Nc2ccc([N+](=O)[O-])c3nonc23)cc1 | 1.2% | -1.5% | -29% | -0.1% | 19% | 1.1 | 63 | -3% | 12% | i | 38
O=C(CSc1nnc(-c2ccc(F)cc2)c2ccccc12)Nc1ccccc1Cl | -1.1% | 6.6% | -5% | -0.2%[50 µM] | 4% | 5.5 | 70 | -5% | -1% | i | 50
O=C(Cn1nc(Cc2ccncc2)c2ccccc2c1=O)N1CCc2ccccc2C1 | x | 2.4% | -7% | 5.3% | 5% | 0.8 | 47 | -14% | -8% | i | 68
COc1ccccc1/C=C(/C#N)C(=O)O | -0.5% | u | -4% | -2.5%[50 µM] | -28% | x | x | 1% | 4% | i | 24
CC(C)NC(=O)CSc1nnc(COc2ccccc2Cl)o1 | 0.2% | 3.5% | -2% | 0.8%[50 µM] | -2% | 0.3 | 62 | 8% | 12% | i | 43
O=C(Cn1ncc2ccccc21)N1CCN(c2cccc(C(F)(F)F)c2)CC1 | -0.6% | 0.1% | 0% | 1.9% | 10% | -0.3 | 46 | 3% | 7% | i | 26
O=C(N/N=C\c1ccccn1)C1c2ccccc2Oc2ccccc21 | 0.1% | 1.2% | 3% | -1.4% | -3% | -0.2 | 82 | -5% | 2% | i | 62
O=C(CC(c1ccccc1)(c1ccccc1)c1ccccc1)N[C@@H](Cc1ccccc1)C(=O)O | -0.2% | 0.9% | 2% | -1.2% | 13% | 6.1 | 92 | -3% | 1% | x | x
O=C(COC(=O)c1ccc(S(=O)(=O)NCc2ccco2)cc1)Nc1ccc(Cl)cn1 | -0.6% | 2.2% | 6% | 0.0% | 18% | -0.2 | 90 | -15% | 15% | i | 54
COc1ccc2cc(C(c3nnnn3C(C)(C)C)N3CCc4ccccc4C3)c(=O)[nH]c2c1 (centres undefined) | x | u | x | x | 8% | 0.3 | 65 | -7% | x | i | 20
CCCCn1c(SCC(=O)N2c3ccccc3Sc3ccccc32)nc2c1c(=O)n(C)c(=O)n2C | 0.2% | 12% | -2% | -0.7% | 6% | 6.4 | 36 | -1% | 1% | i | 22

Rows were taken by chance. About 1.5% of those tested had a hit in this group.
